# Bioassay records deposited in PubChem BioAssay by several laboratories.
# S1P1 ag pot: activates or potentiates agonism at human S1P1 receptor; S1P1 CRE-bla cells, forskolin, beta-lactamase FRET, potentiator mode; S1P1 agonist co-added at EC20, 2 nM; 100% = saturating reference agonist, 0% = basal; actives 0.57% (n = 56,000); AID 449; P21453; activation, % at 9.5 µM;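 active = activation above a cutoff set at the mean activation of all tested compounds plus 3 SD, cut at about 54% in these data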;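 also: forskolin at 4 µM as EC80 and the EC20 agonist is SEW2871; 100% = SEW2871 at its EC100 plus forskolin at EC80; some compounds past the cut are filed as inactive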
# 5HT1E ag: activates the human 5-HT1E serotonin receptor; CHO 5-HT1E Ga15 NFAT-bla reporter, FRET; 0% DMSO wells, 100% control agonist wells; actives 0.69% (n = 65,000); P28566; activation, % at 6 µM;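 active = activation above a set limit, the screen-wide mean activation plus 3 SD, cut at about 8.5% in these data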;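 also: 100% = positive control agonist at 1 µM giving full maximal response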
# Target sequence (P28566 whole entry, looked up): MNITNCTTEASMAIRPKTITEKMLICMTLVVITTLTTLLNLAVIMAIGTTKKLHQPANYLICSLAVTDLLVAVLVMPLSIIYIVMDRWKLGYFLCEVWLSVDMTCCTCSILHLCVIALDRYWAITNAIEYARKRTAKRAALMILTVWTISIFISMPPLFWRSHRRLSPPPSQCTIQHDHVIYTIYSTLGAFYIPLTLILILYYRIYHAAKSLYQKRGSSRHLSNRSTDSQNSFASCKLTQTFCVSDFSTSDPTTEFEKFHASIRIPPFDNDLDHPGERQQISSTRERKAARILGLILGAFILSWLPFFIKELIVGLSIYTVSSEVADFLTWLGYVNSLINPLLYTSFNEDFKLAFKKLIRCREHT
# 5-HT1A blocker: blocks the human serotonin 5-HT1a receptor; P08908; CHO 5-HT1a Ga15 NFAT-bla reporter, antagonist mode; inhibition, % at 10 µM; actives 0.68% (n = 62,000);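 active = inhibition above the mean of all tested compounds plus 3 SD, cut at about 43% in these data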;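 also: receptor stimulated by 5-CT agonist at 100 nM near EC80; beta-lactamase reporter measured by ratiometric fluorescence of a cleavable substrate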
# Target sequence (P08908 whole entry, looked up): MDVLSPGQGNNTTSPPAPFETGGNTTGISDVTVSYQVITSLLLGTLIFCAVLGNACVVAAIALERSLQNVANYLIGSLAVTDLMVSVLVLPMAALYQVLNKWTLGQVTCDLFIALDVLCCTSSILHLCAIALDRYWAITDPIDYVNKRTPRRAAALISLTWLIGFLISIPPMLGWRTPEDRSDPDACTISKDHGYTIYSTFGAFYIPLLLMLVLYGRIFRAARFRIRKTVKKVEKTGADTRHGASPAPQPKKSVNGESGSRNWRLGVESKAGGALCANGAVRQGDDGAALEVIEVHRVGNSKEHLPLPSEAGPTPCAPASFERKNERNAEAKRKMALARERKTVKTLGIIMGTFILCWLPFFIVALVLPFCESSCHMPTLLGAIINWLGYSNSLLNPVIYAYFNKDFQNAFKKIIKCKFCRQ
# Autofluor 339: intrinsic fluorescence of library compounds, ex339/em460 – biochemical, MLSMR library, data from DPM-DC assay, artefact control, profiling panel; AID 709; fluorescence fold increase at 10 µM; compound autofluorescence, ex339/em460 nm, NADH buffer; hits give high values; 1 = no-compound wells, NADH background; actives 5.5% (n = 65,000);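 active = at 10 µM, mean starting fluorescence two-fold or more over control wells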;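 also: signal is the first read of a kinetic run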
# HER2 expr 66K: lowers expression of human Her2 kinase | P04626 | SKBR-3 HER2 protein level, AlphaScreen, 18-24 h; hits give low values | HER2 level % of control, % at 10 µM | actives 0.69% (n = 65,000) | AID 645;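 active = HER2 level under 5% of the carrier-only control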;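 also: 100% = DMSO carrier and 0% = 500 nM PU-H71 HSP90 inhibitor; lower value means stronger loss of Her2 protein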
# A340 absorber: compounds absorbing at 340 nm | compound absorbance at 340 nm, fold over control | AID 708 | 65,000 tested, under 10 active | fold change at 10 µM;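 active = at 10 µM dose, initial 340 nm absorbance at least 2 fold that of control wells; inactive = change under 2 fold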;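 also: initial absorbance extrapolated from kinetic A340 decline of NADH oxidation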
# MMP-13 inhibitor: inhibitors of human MMP13. inhibition, % at 4 µM. P45452. actives 0.07% (n = 65,000). AID 570. MMP-13 fTHP FRET cleavage, Mca fluorescence;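 active = inhibition above the mean of compound-free control plate wells plus 3 SD, cut at about 14% in these data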;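 also: 0% = DMSO wells and 100% = wells with reference MMP-13 inhibitor after basal subtraction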
# HTR1E antagonist: blocks the human 5-HT1E serotonin receptor; actives 0.99% (n = 65,000); CHO 5-HT1E Ga15 NFAT-bla reporter, FRET, antagonist; AID 571; inhibition, % at 6 µM;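 active = inhibition above a set limit, the mean inhibition across every tested compound plus 3 SD, cut at about 29% in these data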;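 also: signal is the 460 over 535 nm emission ratio of beta-lactamase substrate; 0% = agonist plus DMSO wells and 100% = wells without agonist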
# S1P3 ag: activates the human S1P3 receptor; Q99500; S1P3 NFAT-BLA reporter cells, agonism, FRET ratio; relative to 1 µM S1P, basal subtracted; activation, % at 4.5 µM; actives 0.1% (n = 60,000); AID 373;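 active = activation above the screen-wide mean plus 3 SD, cut at about 4.5% in these data, passing the limit was not always enough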; also: some compounds called inactive have numbers as strong as hits
#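 material = human S1P3 NFAT-BLA reporter CHO cells | schedule = 4 h compound at 37 °C, 2 h substrate at RT | measured by = fluorescent BLA substrate, ex 405 nm, em 460/535 nm ratio | controls = 1 µM S1P reference | replication = primary once, confirmation triplicate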
# The depositor's hits bear a star; x = no result given. Compounds as they come; overall some 8.5% were active at least once.
item	canonical_smiles	S1P1 ag pot	5HT1E ag	5-HT1A blocker	Autofluor 339	HER2 expr 66K
1	Cn1c(=O)oc2cc(S(=O)(=O)N3CCCC(C(=O)NCc4ccc5c(c4)OCO5)C3)ccc21 (configuration not stated)	-10.3	-0.1	-11.3	1.06	103.2
2	COc1ccc(-c2cc(C(F)(F)F)nc(N3CCCCC3)n2)cc1OC	x	1.0	11.2	1.57	95.6
3	Cc1cccc2cc3c(N)c(C#N)sc3nc12	-5.0	0.0	-17.7	1.22	78.1
4	O=C(CSc1nnc(NC(=O)CN2CCOCC2)s1)Nc1ccccc1	-14.6	0.7	-5.2	1.14	84.0
5	CCCSc1nc(N)c(C#N)c(-c2ccc(C)cc2)c1C#N	7.8	-0.4	-22.7	1.12	101.5
6	CC12CCC(=O)N1C(C(=O)Nc1cccc3ccccc13)CS2 (configuration not stated)	9.2	0.3	13.9	1.08	103.0
7	Cn1cccc1Cc1nnc(SCC(=O)Nc2ccc3c(c2)OCCO3)n1-c1ccc(F)cc1	15.9	0.3	-1.0	1.16	92.0
8	CSc1ccc(C2NC(=O)c3c(sc4c3CCN(C)C4)N2)cc1 (configuration not stated)	-21.9	1.0	-9.0	1.45	91.5
9	CCCCn1c(=O)[nH]c(=O)c2c1nc(CN1C(=O)c3ccccc3S1(=O)=O)n2CCC	-17.1	0.9	-0.5	1.07	118.8
10	Cc1ccc(C)n1C1CCS(=O)(=O)C1 (configuration not stated)	0.9	-1.3	10.8	1.08	91.1
11	C=CCn1c(SCC2=C(C(=O)OCC)C(C)NC(=O)N2)nnc1C1CCCCC1 (configuration not stated)	-17.5	-0.9	1.0	1.01	124.0
12	COCc1cc(C)nc(SCC(=O)Nc2cccc(C)c2C)c1C#N	-28.0	-0.1	-5.8	1.02	118.2

item	A340 absorber	MMP-13 inhibitor	HTR1E antagonist	S1P3 ag
1	1.03	-0.8	0.2	-0.2
2	1.09	-13.9	-6.5	x
3	1.05	-1.3	3.5	-0.3
4	0.98	-0.6	-1.8	0.7
5	1.02	-1.9	1.5	-1.1
6	1.02	3.9	6.6	-0.4
7	1.02	4.5	-3.0	-2.0
8	1.13	-20.5	-15.2	0.6
9	0.99	2.5	3.9	0.6
10	1.02	-2.5	7.8	-0.8
11	0.99	-0.1	8.2	0.0
12	1	-4.2	3.6	0.7

# Reprinted from the part before: 3 compounds, followed by the next part.
item	canonical_smiles	S1P1 ag pot	5HT1E ag	5-HT1A blocker	Autofluor 339	HER2 expr 66K
10	Cc1ccc(C)n1C1CCS(=O)(=O)C1 (configuration not stated)	0.9	-1.3	10.8	1.08	91.1
11	C=CCn1c(SCC2=C(C(=O)OCC)C(C)NC(=O)N2)nnc1C1CCCCC1 (configuration not stated)	-17.5	-0.9	1.0	1.01	124.0
12	COCc1cc(C)nc(SCC(=O)Nc2cccc(C)c2C)c1C#N	-28.0	-0.1	-5.8	1.02	118.2
13	C=CCn1c(SCC(N)=O)nnc1-c1ccccc1O	14.4	-0.2	-3.7	1.03	88.6
14	CCOC(=O)CCc1c(C)nc(SCC(=O)O)c(C#N)c1C	2.6	-0.5	3.4	1.08	121.7
15	Cc1ccc2c(c1)c1c(n2CC(O)CN2C(=O)CNC2=O)C(=O)CCC1 (configuration not stated)	-24.4	0.7	0.3	2.03*	98.5
16	CCn1c(SCC(=O)NCc2ccco2)nc2c1c(=O)n(C)c(=O)n2C	1.4	-0.4	1.7	1.06	107.3
17	Cc1ccc(N2C(=O)c3ccccc3C2Nc2ccccc2F)nc1 (configuration not stated)	-15.9	0.7	7.3	1.06	93.1
18	N#CC(=C1SC=CS1)c1nc(-c2ccccc2)cs1	x	-0.7	22.4	1.07	50.6
19	CCn1c(SCC(=O)c2c[nH]c3ccccc23)nnc1-c1cccs1	18.5	0.0	26.4	1.07	56.0
20	COc1ccccc1C(=O)Nc1cc(Cl)ccc1O	6.1	-0.1	x	1.03	94.7
21	COc1cc2cc(CN(Cc3nnnn3Cc3ccccc3)CC3CCCO3)c(=O)[nH]c2cc1OC (configuration not stated)	x	1.7	-14.1	3.26*	91.0
22	CCSc1ncc(C#N)c(=O)[nH]1	-10.3	0.1	-12.3	1.03	54.0
23	CCOC(=O)CSC1=C(C#N)C(c2ccc(Cl)cc2)CC(=O)N1 (configuration not stated)	-11.2	0.6	3.1	1.02	52.5
24	CCOC(=O)/C(C#N)=C1/C=CNC(=O)N1	-22.5	0.0	2.7	1.05	140.4

item	A340 absorber	MMP-13 inhibitor	HTR1E antagonist	S1P3 ag
10	1.02	-2.5	7.8	-0.8
11	0.99	-0.1	8.2	0.0
12	1	-4.2	3.6	0.7
13	1	1.4	4.2	0.5
14	1	0.0	8.0	-0.6
15	1.1	-30.6	-1.0	0.1
16	1	2.9	4.7	-1.2
17	1.03	0.5	-4.6	-1.1
18	1.06	5.7	26.0	x
19	1.04	-0.9	6.4	-0.6
20	1.04	-0.1	3.9	-2.9
21	1.08	-51.0	-4.8	x
22	0.99	1.1	-0.1	-0.7
23	1.04	1.7	18.7	-0.1
24	1.21	7.2	-4.8	-1.9

# Reformatted: results already given.
no.	canonical_smiles	S1P1 ag pot	5HT1E ag	5-HT1A blocker	Autofluor 339	HER2 expr 66K	A340 absorber	MMP-13 inhibitor	HTR1E antagonist	S1P3 ag
21	COc1cc2cc(CN(Cc3nnnn3Cc3ccccc3)CC3CCCO3)c(=O)[nH]c2cc1OC (configuration not stated)	x	1.7	-14.1	3.26*	91.0	1.08	-51.0	-4.8	x
22	CCSc1ncc(C#N)c(=O)[nH]1	-10.3	0.1	-12.3	1.03	54.0	0.99	1.1	-0.1	-0.7
23	CCOC(=O)CSC1=C(C#N)C(c2ccc(Cl)cc2)CC(=O)N1 (configuration not stated)	-11.2	0.6	3.1	1.02	52.5	1.04	1.7	18.7	-0.1
24	CCOC(=O)/C(C#N)=C1/C=CNC(=O)N1	-22.5	0.0	2.7	1.05	140.4	1.21	7.2	-4.8	-1.9

# (listing goes on)
item	canonical_smiles	S1P1 ag pot	5HT1E ag	5-HT1A blocker	Autofluor 339	HER2 expr 66K
25	O=C(NCc1ccco1)C(c1cccnc1)N(C(=O)Cn1nnc2ccccc21)c1ccccc1 (configuration not stated)	1.3	-0.3	-5.0	1.1	91.7
26	CN1C(=O)c2ccccc2C(C(=O)NCc2ccco2)C1c1c[nH]c2ccccc12 (configuration not stated)	x	-0.5	1.0	1.1	81.3
27	Cc1ccccc1NC(=O)c1ccc(NC(=O)c2ccco2)cc1	x	0.0	-2.2	1.02	164.7
28	COc1ccc2[nH]c(=O)c(CN(CC3CCCO3)C(=O)Nc3ccc(F)cc3)cc2c1 (configuration not stated)	-0.9	0.8	-2.0	2.33*	81.6

item	A340 absorber	MMP-13 inhibitor	HTR1E antagonist	S1P3 ag
25	0.97	-0.5	-0.5	-0.3
26	1	2.7	7.1	x
27	1	2.1	-1.0	0.2
28	1.01	-15.6	8.0	-0.8

# Copied from the list.
# HTR1E antagonist, cpd 26 is entered as 7.1
# Autofluor 339, cpd 28 is entered as 2.33*
# 5-HT1A blocker, cpd 27 is entered as -2.2
